Screening results deposited in PubChem by several laboratories.
m-calpain inh – inhibitors of pig calpain II, primary screen, biochemical, fluorogenic peptide substrate, 1536-well | inhibition, % at 16 µM | purified calpain II, 30 min | AID 1236, 2008 | actives 0.37% (n = 220,000);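 active = inhibition above about 50%, limit read from the data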
Furin inhibitor – human furin inhibitors, primary screen, biochemical, fluorescence intensity; P09958; purified furin, fluorogenic substrate cleavage; inhibition, % at 30 µM; actives 0.061% (n = 220,000); AID 463115, 2010; in the data active = inhibition above about 25%; note: inactives centre near -15
Thrombin inh – human alpha-thrombin inhibitors, primary screen, counter-screen for coagulation protease inhibitor project, biochemical, 1536-well, fluorogenic AMC substrate. Boc-VPR-AMC fluorogenic substrate cleavage. inhibition, % at 5 µM. actives 0.26% (n = 220,000). AID 1046, 2008;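 active = inhibition at or above 40%; inactive = inhibition below 40%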;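 note: 0% = enzyme with no compound and 100% = wells without enzyme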
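Material: Human alpha-thrombin protein | Buffer or medium: pH 7.5 Tris-saline with Tween 20 | Reagent: Boc-VPR-AMC substrate, 15 µM final | Schedule: Reaction at ambient temperature | Detection: AMC fluorescence at 355 nm excitation and 460 nm emission | Evaluation: Percent inhibition scaled between no-compound controls and no-enzyme blanks | Controls: no-compound enzyme wells and no-enzyme blanks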
KCC2 mod – KCC2 cotransporter modulators, thallium flux, primary screen, cell-based, HEK293 KCC2, FluoZin-2 fluorescence, MLSMR; KCC2 cells, thallium flux FluoZin-2 fluorescence; B-score of Tl+ flux slope (higher = more flux/activation; lower = inhibition) at 10 µM; actives 2.2% (n = 190,000); AID 1456, 2008;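 active = thallium flux slope and its plate-corrected score both differing from the plate sample mean at a set confidence after two filtering rounds, in either direction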;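 note: slope of fluorescence scaled to starting intensity during 10 to 20 s after thallium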
FXIIa inh – human FXIIa protease inhibitors, primary screen, biochemical, 1536-well | Coagulation factor XII (Homo sapiens), P00748 | purified FXIIa, Boc-QGR-AMC fluorogenic substrate, 2 h | inhibition, % at 5 µM | actives 0.3% (n = 220,000) | AID 800, 2007; in the data active = inhibition above about 40%;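 note: 0% = enzyme with no compound and 100% = blank without enzyme; many of its hits are not listed in these tables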
Target sequence (P00748 20-372 limits assumed): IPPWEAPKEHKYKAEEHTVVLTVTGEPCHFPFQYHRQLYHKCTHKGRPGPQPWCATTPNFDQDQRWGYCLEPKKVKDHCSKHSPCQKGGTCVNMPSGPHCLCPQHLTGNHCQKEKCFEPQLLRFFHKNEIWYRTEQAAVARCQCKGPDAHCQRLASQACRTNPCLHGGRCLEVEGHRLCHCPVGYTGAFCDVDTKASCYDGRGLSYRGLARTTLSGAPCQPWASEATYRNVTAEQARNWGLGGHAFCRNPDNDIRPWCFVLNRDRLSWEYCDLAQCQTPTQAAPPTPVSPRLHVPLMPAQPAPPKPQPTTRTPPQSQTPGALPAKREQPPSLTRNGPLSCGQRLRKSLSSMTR
Target sequence (P00748 373-615 limits assumed): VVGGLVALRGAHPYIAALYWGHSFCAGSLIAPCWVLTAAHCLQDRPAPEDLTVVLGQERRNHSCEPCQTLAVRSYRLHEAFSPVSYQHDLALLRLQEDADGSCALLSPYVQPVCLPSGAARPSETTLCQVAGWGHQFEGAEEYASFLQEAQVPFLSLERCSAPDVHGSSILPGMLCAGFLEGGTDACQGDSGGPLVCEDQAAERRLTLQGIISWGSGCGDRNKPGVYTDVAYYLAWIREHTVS
hK5 inh – human KLK5 protease inhibitors, primary screen, biochemical, 1536-well | Kallikrein-5 (Homo sapiens), Q9Y337 | recombinant hK5, fluorogenic AMC substrate cleavage | inhibition, % at 5 µM | actives 0.59% (n = 210,000) | AID 873, 2007;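 active = inhibition of 40% or more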;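 note: 0% = enzyme controls without compound and 100% = no-enzyme blanks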
Target sequence (Q9Y337 67-293 limits assumed): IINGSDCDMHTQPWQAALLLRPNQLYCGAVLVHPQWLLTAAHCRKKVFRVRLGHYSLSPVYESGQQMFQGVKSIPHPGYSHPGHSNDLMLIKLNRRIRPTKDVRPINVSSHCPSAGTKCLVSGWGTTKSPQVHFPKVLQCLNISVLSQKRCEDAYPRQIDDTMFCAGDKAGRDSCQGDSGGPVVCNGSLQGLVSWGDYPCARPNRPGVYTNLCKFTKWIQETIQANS
Rad51 HR inh – human RAD51 strand exchange inhibitors, primary screen, biochemical, fluorescence; DNA repair protein RAD51 homolog 1 (Homo sapiens), Q06609; hRad51 DNA strand exchange, fluorescence dequenching; inhibition, % at 10 µM; actives 0.085% (n = 200,000); AID 1385, 2008;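 active = inhibition above 40% at the single screening dose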;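 note: 0% = DMSO control wells and 100% = blanks with heterologous ssDNA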
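System: hRad51 filaments on single-stranded DNA; reagent: Fluorescein- and BHQ1-tagged 47-mer duplex; compound dosing: one concentration, 10 µM final; timing: filaments 15 min 37 °C, then compound 30 min; measured by: fluorescein emission 520 nm, excitation 485 nm; benchmarks: per-plate controls and blanks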
FXIa inh 1536 – human FXIa protease inhibitors, primary screen, biochemical, 1536-well. inhibition, % at 5 µM. purified FXIa, Boc-Glu-Ala-Arg-AMC fluorogenic substrate. AID 798, 2007. Coagulation factor XI (Homo sapiens), P03951. actives 0.14% (n = 220,000);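 active = inhibition of at least 40%; inactive = inhibition below 40%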;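 note: fluorescence of freed AMC excited at 355 nm; 0% = enzyme without compound and 100% = no enzyme blank; many of its hits are not listed in these tables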
PERK inh – block of dimerizer-induced PERK translation repression, primary screen, PERK inhibitor project, CHO PERK-DD cells, SEAP luminescence, HTS | Eukaryotic translation initiation factor 2-alpha kinase 3 (Homo sapiens), Q9NZJ5 | CHO PERK-DD fusion, SEAP luminescence translation reporter | inhibition, % at 5.6 µM | actives 0.17% (n = 220,000) | AID 1416, 2008;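 active = inhibition above the mean inhibition of all tested compounds plus 3 SD, set separately per screening campaign, cut at about 2.9% in these data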;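 note: PERK kinase domain activated by AP20187 dimerizer at 100 nM; 0% = DMSO with dimerizer and 100% = rapamycin at 8.4 µM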
* hit, by the source's call; x = not tested or not shown; [ ] = another dose, or the depositor's remark.

nr	Molecule	m-calpain inh	Furin inhibitor	Thrombin inh	KCC2 mod	FXIIa inh	hK5 inh	Rad51 HR inh	FXIa inh 1536	PERK inh
1	Cc1ccc(Nc2nnc(SCC(=O)Nc3cccnc3Cl)s2)cc1C	31	-12	21	-2.4	34	22	26	15	-0.6
2	CCC(=O)Nc1cc(C(F)(F)F)ccc1N1CCOCC1	-8	-23	3	-0.055	14	4	1	21	-0.8
3	CCCC(=O)Nc1ccccc1NC(C)=O	5	-12[20 µM]	-4	x	-3	5	-1	0	1.2
4	CCOc1ccc(C(=O)NCCC(=O)NCCCC(=O)O)cc1	-15	-15	-8	x	-5	0	5	-7	0.4
5	O=C(CSc1nc2ccccc2[nH]1)NCCN1CCCCC1	-2	-16	-6	-0.073	4	1	4	-10	1.2
6	Cc1nn(CC(=O)N/N=C/c2ccc3c(c2)OCO3)c(C)c1Br	-7	-22	1	-0.29	6	10	-6	20	0.8
7	CC(=O)Nc1ccc(OCc2cnc(Cl)s2)cc1	-6	-26	0	0.41	2	-7	9	-1	1.7
8	CS(=O)(=O)c1ccc2nc(N)sc2c1	-10	-27	3	0.37	16	-15	2	-1	0.1
9	Cc1cc(Nc2ccccc2)nc(NCc2ccccc2)n1	-9	-18	4	0.18	4	-7	10	-4	-0.5
10	CCc1nnc(NC(=O)C2CCC(CNc3c(N4CCCCC4)c(=O)c3=O)CC2)s1 (stereo not drawn)	22	-15	0	1.8	9	2	10	4	0.2
11	CCc1nnc(NC(=O)Cc2ccc(Br)cc2)s1	4	-22	-3	-0.0059	2	1	-2	-4	1.6
12	COCCNC(=O)C1Cc2c(ccc3ccccc23)O1 (stereo not drawn)	-32	-22	1	-0.83	-2	-35	-4	-5	1.8
13	O=C(c1cc2ccccn2n1)N1CCN(Cc2ccccc2)CC1	-9	-15	-7	-0.21	6	1	4	-2	x
14	O=C(CN1C(=O)NC2(CCCC2)C1=O)N1CCN(S(=O)(=O)c2ccccc2)CC1	14	-28	-5	0.69	-12	-28	2	-7	2.3
15	COc1cc(C(C(=O)NC(C)(C)C)N(C(=O)CNC(=O)c2cccs2)c2ccc(C(C)C)cc2)cc(OC)c1OC (stereo not drawn)	-49	-7[20 µM]	3	-0.63	13	-24	1	0	-1.2
16	CO/N=C/CC(=O)c1ccc(OC)cc1	9	-11	-6	-0.073	-7	-25	-14	-4	0.3
17	O=C(CCCN1C(=O)c2ccccc2C1=O)N1CCOCC1	8	-36	2	-0.019	15	8	x	0	0.2
18	Cc1ccc(C)c(S(=O)(=O)N2CCCOC2CNC(=O)C(=O)NCCC2=CCCCC2)c1 (stereo not drawn)	-2	-25	3	-2.1	11	-9	23	17	0.0
19	O=C1c2ccccc2CN1CCNS(=O)(=O)c1ccc(Cl)cc1	-21	-10[20 µM]	-1	-0.068	10	-4	-3	0	0.1
20	O=C(Nc1ccc(Br)cc1)C(c1ccccc1)c1ccccc1	20	-20	-12	-0.22	5	0	-6	-3	1.8
21	CN(C)C(/C=C/Nc1ccccc1F)=C(C#N)C#N	9	-18[20 µM]	3	-0.27	20	9	-2	2	0.6
22	O=C(Cc1cccs1)N1CCC(c2nc3c(nnn3Cc3ccc(F)cc3)c(=O)[nH]2)CC1	2	-20	3	x	10	0	0	3	-0.3
23	CCOC(=O)c1c(NC(=O)CCl)sc(C(=O)N(CC)CC)c1C	-23	-13[20 µM]	-1	x	6	-6	2	-2	-0.2
24	CCC(NC(=O)NCc1ccccc1)(C(F)(F)F)C(F)(F)F	-4	-18	-4	0.17	11	2	-1	10	1.1

Entries of single compounds as entered above. Order of screens: m-calpain inh	Furin inhibitor	Thrombin inh	KCC2 mod	FXIIa inh	hK5 inh	Rad51 HR inh	FXIa inh 1536	PERK inh
O=C(CN1C(=O)NC2(CCCC2)C1=O)N1CCN(S(=O)(=O)c2ccccc2)CC1 across the screens: 14	-28	-5	0.69	-12	-28	2	-7	2.3
O=C(Nc1ccc(Br)cc1)C(c1ccccc1)c1ccccc1 across the screens: 20	-20	-12	-0.22	5	0	-6	-3	1.8

Next part
nr	Molecule	m-calpain inh	Furin inhibitor	Thrombin inh	KCC2 mod	FXIIa inh	hK5 inh	Rad51 HR inh	FXIa inh 1536	PERK inh
25	C=CCc1cc(OC)ccc1OCCON1C(=O)CCC1=O	-3	-20[20 µM]	1	0.23	19	-11	2	4	-0.4
26	COc1cc(C(=O)N/N=C\c2ccccc2)c([N+](=O)[O-])c(OC)c1OC	-18	-14[20 µM]	7	2.1	7	-4	-2	4	0.6
27	Cc1ccccc1S(=O)(=O)Nc1cccnc1	-22	-14[20 µM]	-5	-0.11	3	-11	-6	-3	0.9
28	O=C(CCCOc1ccc(Cl)cc1)N1CCCCCC1	7	5[20 µM]	-2	0.37	12	-17	-2	4	-0.5
29	Cc1ccc(C(=O)/C=C/c2ccc(F)cc2)o1	9	-7	4	0.52	23	-11	7	21	1.3
30	CCC(CC)c1nnc(NC(=O)c2cccnc2SC)s1	7	-8	-7	-0.02	5	-4	0	-6	-0.4
31	O=C(COC(=O)c1ccccc1C(=O)c1ccc(Cl)cc1)NC(c1ccccc1)c1ccccc1	23	5	-9	0.4	10	-2	1	4	0.8
32	O=C(N/N=C/c1ccc([N+](=O)[O-])o1)c1ccncc1	23	-16	-1	0.5	8	10	16	10	1.0
33	CCC(=O)Nc1ccc(Oc2ccc(NC(=O)CC)c(NC(=O)CC)c2)cc1	-40	-39	-14	-0.23	9	1	15	-1	0.5
34	CCC(C)C(NC(C)=O)C(=O)NC(=O)NC(c1ccccc1)c1ccccc1 (stereo not drawn)	24	-24[20 µM]	4	0.34	13	-7	10	4	-0.5
35	O=Cc1ccc(-n2nncc2-c2ccc([N+](=O)[O-])cc2)cc1	48	-3	-6	-0.58	7	7	-8	2	-0.7
36	Nc1cc(N2CCCC2)c(Cl)cc1[N+](=O)[O-]	42	-5	-11	0.39	6	-5	4	-3	0.4
37	CN(C[C@@H](Cc1cccc2ccccc12)N(C[C@H](Cc1ccccc1)N(CCc1ccccc1)N=O)N=O)N=O	-26	-30	-3	-0.016	7	0	-10	-1	0.9
38	O=C(O)c1cn(Cc2cccnc2)c(=O)c2ccccc12	35	-20	-7	0.019	6	-4	6	-2	0.4
39	CC(=O)c1ccc(N(C)C)c2c(N(C)C)cccc12	24	-18[20 µM]	-8	-0.067	17	-1	5	1	0.5
40	CCOc1ncccc1C(=O)Nc1ccc2c(C)cc(=O)oc2c1	-142	-14	9	0.26	4	-14	5	3	0.3
41	COc1ccc(NC(=S)N(Cc2cccnc2)Cc2cc3cc(OC)c(OC)cc3[nH]c2=O)cc1	5	-22	3	x	10	x	x	4	0.2
42	CC1CCc2c(C(=O)Oc3cccc(-n4cnnn4)c3)csc2C1 (stereo not drawn)	41	-8	0	x	7	5	8	3	0.4
43	Cc1cccc(Oc2cnn(C(C)(C)C)c(=O)c2Cl)c1	6	0[20 µM]	1	-0.99	17	13	-7	4	-0.2
44	COc1ccc(C2(C(=O)NCCCN3CCOCC3)CCOCC2)cc1	-11	-9	1	x	13	-7	6	3	0.4
45	O=C(NCc1ccccc1)C1CCCN1S(=O)(=O)c1cccc2cccnc12 (stereo not drawn)	7	-9	-9	-2.6	1	46*	12	-9	-0.5
46	Cc1ccc(-c2cc(N)n3nc(-c4ccc(C)cc4)cc3n2)cc1	-47	-20[20 µM]	-1	0.58	3	-18	x	-1	0.1
47	CCCCn1c(O)c(C=NCCCN(C)C)c(=O)[nH]c1=O	10	-16	0	x	13	-3	6	0	-0.3
48	Cc1[nH]c2ccccc2c1/C=N\NC(=O)CNc1ccc2c(c1)OCO2	-29	-12	-3	-1.4	11	-13	-18	2	1.9
49	COc1ccccc1Nc1nc(N)nc(CN2CCCCCC2)n1	-17	-26[20 µM]	-1	x	13	-20	-6	3	0.0
50	COc1cc(NC(=O)c2cnn3c(C(F)F)cc(C4CC4)nc23)c(OC)cc1Cl	-7	-10	-6	0.56	9	-3	3	2	0.3
51	Fc1cc(F)c2nc(N3CCCCC3)sc2c1	14	-30	1	0.58	23	-6	-7	-2	0.4
52	COc1ccc(C)cc1-n1nnnc1SCC(=O)NC(=O)NCc1ccco1	-58	-22[20 µM]	-1	-1.8	7	-3	6	3	0.1
53	CC(=O)Nc1ccc(C2NC(=O)c3ccccc3O2)cc1 (stereo not drawn)	-3	-32	0	0.4	20	8	-2	14	0.1
54	CC(C)OC(=O)Nc1ccc2c(c1)N(C(=O)CCN1CCOCC1)c1ccccc1CC2	-26	-17	-10	x	3	-4	5	-5	-0.1
55	COC(=O)C(C(=O)OC)C(C)C(C(=O)OC)C(=O)OC	-24	-16[20 µM]	-2	1	5	-23	10	-14	0.4

Of the compounds above, these contain fluorine:
nr	Molecule	m-calpain inh	Furin inhibitor	Thrombin inh	KCC2 mod	FXIIa inh	hK5 inh	Rad51 HR inh	FXIa inh 1536	PERK inh
2	CCC(=O)Nc1cc(C(F)(F)F)ccc1N1CCOCC1	-8	-23	3	-0.055	14	4	1	21	-0.8
21	CN(C)C(/C=C/Nc1ccccc1F)=C(C#N)C#N	9	-18[20 µM]	3	-0.27	20	9	-2	2	0.6
22	O=C(Cc1cccs1)N1CCC(c2nc3c(nnn3Cc3ccc(F)cc3)c(=O)[nH]2)CC1	2	-20	3	x	10	0	0	3	-0.3
24	CCC(NC(=O)NCc1ccccc1)(C(F)(F)F)C(F)(F)F	-4	-18	-4	0.17	11	2	-1	10	1.1
29	Cc1ccc(C(=O)/C=C/c2ccc(F)cc2)o1	9	-7	4	0.52	23	-11	7	21	1.3
50	COc1cc(NC(=O)c2cnn3c(C(F)F)cc(C4CC4)nc23)c(OC)cc1Cl	-7	-10	-6	0.56	9	-3	3	2	0.3
51	Fc1cc(F)c2nc(N3CCCCC3)sc2c1	14	-30	1	0.58	23	-6	-7	-2	0.4

The list is partial (hit frequency here may not be typical).
